High-throughput results from PubChem BioAssay.
SMN2 splice enh – increases expression of the SMN2 splice variant; AID 1458; hit rate 2.8% among 210,000; Potency, µM (series often up to 46.1 µM), for the others: at the highest dose activity change, positive = activation, actives largely listed as activators; HEK293 SMN2-luciferase splicing reporter, luminescence, 30-36 h; further: % of control where 0% means no effect; nearly all actives have a fitted effect of over 55% in size
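HEK293 cells carry an SMN2 minigene-luciferase reporter in which exon 7 inclusion puts luciferase in frame. Cells were seeded at 2000 cells/well, attached for 10-12 hours, then exposed to compounds for 30-36 hours at 37C before ONE-Glo luminescence.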
TRb-SRC2 inh – inhibitors of human thyroid hormone receptor beta-SRC2 interaction | hit rate 0.065% among 280,000 | TRbeta-SRC2 peptide binding, fluorescence polarization; receptor liganded with 1 µM T3 | AID 1469 | Potency, µM (series often up to 106 µM), for inactives: top-dose activity change, negative = inhibition, actives largely listed as inhibitors;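 further: plate controls were bound peptide for no effect and peptide without receptor for full effect; nearly all actives have a fitted effect of over 50% in size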
Target sequence (P10828 whole entry, looked up): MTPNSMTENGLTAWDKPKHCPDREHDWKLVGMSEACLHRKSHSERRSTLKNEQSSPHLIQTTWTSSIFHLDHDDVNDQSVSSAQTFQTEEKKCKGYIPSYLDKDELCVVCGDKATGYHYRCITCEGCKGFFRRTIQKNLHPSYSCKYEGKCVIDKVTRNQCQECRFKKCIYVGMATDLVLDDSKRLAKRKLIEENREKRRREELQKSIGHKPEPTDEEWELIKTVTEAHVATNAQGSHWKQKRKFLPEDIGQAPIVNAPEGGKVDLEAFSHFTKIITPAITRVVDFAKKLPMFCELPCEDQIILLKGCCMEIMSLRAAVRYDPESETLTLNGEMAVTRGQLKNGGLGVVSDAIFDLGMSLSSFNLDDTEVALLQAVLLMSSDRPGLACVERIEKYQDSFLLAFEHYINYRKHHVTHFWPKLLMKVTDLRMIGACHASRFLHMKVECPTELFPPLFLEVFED
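Human TRb LBD (0.6 uM) plus Texas Red-labeled SRC2 peptide (20 nM), 1uM T3, 5% DMSO, 5 hr at ambient temperature. Decreased polarization (555/632 nm) flags inhibition; data normalized to free and bound peptide controls.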
TexasRed fluor – counter-screen for TRb-SRC2 inhibitors: fluorescence interference; hit rate 0.29% among 280,000; Potency, µM (doses to about 106 µM), without a hit: at the top dose fluorescence change, negative = quenching; TRb/SRC2 Texas Red total fluorescence interference; AID 1479; active means well fitted curve in either direction with a large enough effect; inconclusive means small, poorly fitted or top-dose-only effect; further: on the % scale 0 is the no-effect control and ±100 the full control effect
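Flags fluorescent or light-absorbing compounds by total fluorescence, S + 2P, at 555 nm excitation and 632 nm emission. Mixture: 20 nM Texas Red SRC2 peptide, 0.6 uM human TRb LBD, 1 uM T3, 5% DMSO; compound exposure 5 h at ambient temperature.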
Active calls of the source: *; ? = inconclusive; [ ] = dose if it differs, or a comment. Unless noted, the call rests on the fitted dose curve; in most records, active means well fitted curve in the direction sought with a large enough effect; inconclusive means small, poorly fitted or top-dose-only effect, or another doubt; inactive means no such curve, though single readings can be large; an effect the other way counts as inactive or inconclusive. Potency means the concentration at half of the fitted maximal effect. This is a subset; rates above refer to the full screens.

Start of the listing, in advance (22 entries):
SMILES	SMN2 splice enh	TRb-SRC2 inh	TexasRed fluor
O=C(CN1C(=O)CC(c2ccco2)Sc2ccccc21)Nc1ccc(Br)cc1 (stereo unspecified)	-11%	-5%	-19%
COc1ccc(Nc2nn(-c3ccc(OC(F)(F)F)cc3)nc2C(C)=O)cc1	-8%	-9%	0%
CCN(Cc1ccccc1)Cc1c(O)ccc2c(=O)c(-c3ccccc3)c(C(F)(F)F)oc12	?	3%	1%
CCOc1ccc2oc(=O)cc(CN3CCN(C(=O)c4cccc(F)c4)CC3)c2c1	-1%	-1%	-1%
O=C(CSc1nc2c(oc3ccccc32)c(=O)n1-c1ccccc1)Nc1ccccc1F	13%	1%	-30%
CCCCCn1c(=O)[nH]c2cc(C(=O)N3CCN(c4ccccc4F)CC3)ccc2c1=O	-3%	5%	-2%
COc1ccc(-c2nc(SCC(=O)Nc3ccc4c(c3)OCO4)c(-c3ccc(F)cc3)[nH]2)cc1OC	12%	0%	-2%
CCOC(=O)c1c(NC(=O)c2cc(-c3cccc(Cl)c3)on2)sc(C)c1C	2%	-7%	8%
CCOC(=O)c1[nH]c2ccccc2c1NC(=O)c1ccccc1F	-3%	-4%	-2%
CCCN(CCC)CCCNC(=O)Cn1cnc2sc(C)c(S(=O)(=O)N3CCCCC3)c2c1=O	25%	7%	-1%
CCOC(=O)c1c(C)c(-c2ccccc2)n(CC(=O)NCCc2ccc(C)cc2)c1C	-17%	-5%	4%
CCc1ccc(-n2nc(CO)c(C(=O)NC)n2)cc1	?	-8%	-1%
C=CCc1ccccc1OCc1nc2ccccc2n1CC	-12%	3%	?
CCn1c(C(=O)NCc2ccc(OC)cc2)cc2sc(Cl)cc21	?	1%	0%
O=C(NCc1cccc(F)c1)c1ccc2nc(N3CCCCC3)sc2c1	?	6%	-14%
CC(=O)c1ccc(NC(=O)c2cc3sccc3n2Cc2ccc(F)cc2)cc1	-8%	2%	-3%
COc1ccccc1NC(=O)N1CC=C(c2c[nH]c3ccccc23)CC1	-4%	-11%	-2%
CCOC(=O)C1=C(CNCc2ccc(Cl)cc2)NC(=O)NC1c1ccccc1 (stereo unspecified)	-10%	3%	?
CCOc1ccccc1C(=O)NC1(C(F)(F)F)NC(=O)N(CCc2ccc(OC)c(OC)c2)C1=O (stereo unspecified)	-23%	3%	-7%
Cc1ccccc1C(=O)NC1(C(F)(F)F)C(=O)Nc2c1c(=O)[nH]c(=O)n2-c1ccc(F)cc1 (stereo unspecified)	-14%	-4%	5%
COc1ccccc1NC(=O)c1cc(=O)c2ccc(C)c(C)c2o1	-19%	2%	?
COc1cc2oc(=O)c(CC(=O)NCc3ccc(OC)c(OC)c3)c(C)c2cc1Cl	0%	7%	6%

Main list, from the first entry:
SMILES	SMN2 splice enh	TRb-SRC2 inh	TexasRed fluor
O=C(CN1C(=O)CC(c2ccco2)Sc2ccccc21)Nc1ccc(Br)cc1 (stereo unspecified)	-11%	-5%	-19%
COc1ccc(Nc2nn(-c3ccc(OC(F)(F)F)cc3)nc2C(C)=O)cc1	-8%	-9%	0%
CCN(Cc1ccccc1)Cc1c(O)ccc2c(=O)c(-c3ccccc3)c(C(F)(F)F)oc12	?	3%	1%
CCOc1ccc2oc(=O)cc(CN3CCN(C(=O)c4cccc(F)c4)CC3)c2c1	-1%	-1%	-1%
O=C(CSc1nc2c(oc3ccccc32)c(=O)n1-c1ccccc1)Nc1ccccc1F	13%	1%	-30%
CCCCCn1c(=O)[nH]c2cc(C(=O)N3CCN(c4ccccc4F)CC3)ccc2c1=O	-3%	5%	-2%
COc1ccc(-c2nc(SCC(=O)Nc3ccc4c(c3)OCO4)c(-c3ccc(F)cc3)[nH]2)cc1OC	12%	0%	-2%
CCOC(=O)c1c(NC(=O)c2cc(-c3cccc(Cl)c3)on2)sc(C)c1C	2%	-7%	8%
CCOC(=O)c1[nH]c2ccccc2c1NC(=O)c1ccccc1F	-3%	-4%	-2%
CCCN(CCC)CCCNC(=O)Cn1cnc2sc(C)c(S(=O)(=O)N3CCCCC3)c2c1=O	25%	7%	-1%
CCOC(=O)c1c(C)c(-c2ccccc2)n(CC(=O)NCCc2ccc(C)cc2)c1C	-17%	-5%	4%
CCc1ccc(-n2nc(CO)c(C(=O)NC)n2)cc1	?	-8%	-1%
C=CCc1ccccc1OCc1nc2ccccc2n1CC	-12%	3%	?
CCn1c(C(=O)NCc2ccc(OC)cc2)cc2sc(Cl)cc21	?	1%	0%
O=C(NCc1cccc(F)c1)c1ccc2nc(N3CCCCC3)sc2c1	?	6%	-14%
CC(=O)c1ccc(NC(=O)c2cc3sccc3n2Cc2ccc(F)cc2)cc1	-8%	2%	-3%
COc1ccccc1NC(=O)N1CC=C(c2c[nH]c3ccccc23)CC1	-4%	-11%	-2%
CCOC(=O)C1=C(CNCc2ccc(Cl)cc2)NC(=O)NC1c1ccccc1 (stereo unspecified)	-10%	3%	?
CCOc1ccccc1C(=O)NC1(C(F)(F)F)NC(=O)N(CCc2ccc(OC)c(OC)c2)C1=O (stereo unspecified)	-23%	3%	-7%
Cc1ccccc1C(=O)NC1(C(F)(F)F)C(=O)Nc2c1c(=O)[nH]c(=O)n2-c1ccc(F)cc1 (stereo unspecified)	-14%	-4%	5%
COc1ccccc1NC(=O)c1cc(=O)c2ccc(C)c(C)c2o1	-19%	2%	?
COc1cc2oc(=O)c(CC(=O)NCc3ccc(OC)c(OC)c3)c(C)c2cc1Cl	0%	7%	6%
Oc1ccc(-c2nc(-c3ccccc3)c(-c3ccc(Br)cc3)[nH]2)cc1	4%	6%	-4%
CCNC(=O)CC1C(=O)N(c2ccc(C)cc2)C(=O)N1Cc1ccc(C)cc1 (stereo unspecified)	-4%	-2%	0%
Cc1cc(=O)n2c(C(=O)Nc3ccc(F)c(Cl)c3)c(C(=O)Nc3cccc(C)c3C)sc2n1	7%	-3%	1%
CCCCC12CN3CC(C)(CN(C1)C3c1ccc(O)c(OC)c1)C2=O (stereo unspecified)	2%	0%	-2%
COc1cccc(Nc2c3c(nc4nncn24)CCC3)c1	-2%	-4%	0%
CCS(=O)(=O)c1nc(S(=O)(=O)c2ccc(C)cc2)c(NC)s1	-3%	-3%	-1%
Cc1ccc(C)c(-c2nn(CC(=O)Nc3cc(F)ccc3F)c(=O)c3c2CCCC3)c1	8%	-6%	-1%
Cc1ccc(Nc2c(-c3ccc(N(C)C)cc3)nc3nc[nH]n23)cc1	?	2%	3%
C#CCn1cnc2c(cnn2-c2ccc(F)cc2)c1=O	-5%	2%	-1%
Cc1ccccc1NC(=O)Cn1c(=O)n(Cc2ccco2)c(=O)c2ccc(C(=O)NC3CCCC3)cc21	4%	-4%	0%
CC1CCN(S(=O)(=O)c2ccc3c(c2)CCN3C(=O)Nc2ccc(Br)cc2F)CC1	4%	-6%	1%
Cc1ccc(C)c(N2CCN(CCCNC(=O)Cn3ncc4c5ccccc5n(C)c4c3=O)CC2)c1	-9%	6%	0%
CCOc1ccc(CCNC(=O)C2=C(C)C(=O)OC23CCCCC3)cc1	-19%	-6%	-3%
Cc1ccc(OCC(=O)Nc2ccc(OCc3cc(=O)n4c(C)csc4n3)cc2)cc1C	-6%	1%	-1%
Cc1cc(C)cc(OCC(=O)Nc2cccc(-c3nc4ccccc4[nH]3)c2)c1	17%	3%	-3%
Cc1ccc(NCc2nc3ccccc3n2CCOc2ccccc2C)cc1	-17%	-6%	-2%
Cc1ccc(Cn2c(=O)n(CCCC(=O)NCc3ccccc3Cl)c(=O)c3ccccc32)cc1	24%	1%	4%
Cc1ccc(S(=O)(=O)N(CC(=O)NCCSc2ccc(Cl)cc2)c2cccc(Cl)c2)cc1	-36%[inhibitor]	-5%	5%
COc1ccccc1C(=O)NCCn1cc(SCc2ccc(C)cc2)c2ccccc21	-42%[inhibitor]	6%	5%
CCC(C)Sc1oc(-c2ccco2)nc1S(=O)(=O)c1ccc(Cl)cc1 (stereo unspecified)	-14%	-2%	2%
O=C(CSc1c2c(nc3cc(Cl)ccc13)CCCC2)NCc1ccccc1Cl	9%	-2%	-2%
CCCn1c(NCc2ccccc2F)nc2ccccc21	18%	-4%	-1%
Cc1ccc(-n2nc(-c3ccccc3)c3cnc4cc5c(cc4c32)OCO5)cc1C	-5%	4%	0%
CCOC(=O)c1[nH]c2ccccc2c1NC(=O)c1ccccc1OCC	-39%[inhibitor]	-2%	-4%
O=C(Nc1ccc(Br)c(Cl)c1)c1ccc(C(=O)Nc2ccc(Br)c(Cl)c2)cc1	-8%	2%	1%
CCOC(=O)c1oc2c(c1C)-c1nn(Cc3cccc(Cl)c3)cc1CC2	-17%	-6%	-1%
Cc1ccc(-c2nc3ccccc3[nH]2)cc1NC(=O)COc1ccccc1[N+](=O)[O-]	-9%	11%	1%
COc1ccc(N2CCN(C(=O)CSCc3nc(-c4ccccc4Cl)oc3C)CC2)cc1	-55%[inhibitor]	-29%	?
COc1ccc(Nc2c(-c3ccc(Cl)cc3)nc3cnccn23)cc1OC	3%	4%	-4%
Cn1c(Nc2ccc(Cl)cc2)cc(=O)n(C)c1=O	-2%	-1%	-14%
Cc1ccccc1NC(=O)c1c(C)oc2ccc(O)c(CN3CCOCC3)c12	1%	-2%	-29%
CCc1nnc(NC(=O)c2nc(SCc3ccccc3C)ncc2Cl)s1	-3%	-6%	-2%
Cc1ccc(CSc2nc3ccncc3n2Cc2nc(-c3ccccc3C)oc2C)cc1	?	-2%	-1%
COc1cc(Cl)c(C)cc1NC(=O)Cn1ncc2c3ccccc3n(Cc3ccccc3)c2c1=O	10%	0%	-2%
COc1ccc(CNC(=O)CCc2c(C)c3cc4c(C)coc4cc3oc2=O)cc1	2%	3%	0%
CCCOc1ccc(C(=O)Nc2cc(-c3nc4cc(C)cc(C)c4o3)ccc2C)cc1	1%	2%	-21%
COc1ccccc1CNC(=O)c1cc2cc3ccc(Cl)cc3nc2o1	-6%	-2%	-1%
O=C(Cn1ncc2c3ccccc3n(Cc3ccc(Cl)cc3)c2c1=O)NCCCc1ccccc1	19%	-1%	-2%

A stretch from further up:
SMILES	SMN2 splice enh	TRb-SRC2 inh	TexasRed fluor
COc1ccccc1C(=O)NCCn1cc(SCc2ccc(C)cc2)c2ccccc21	-42%[inhibitor]	6%	5%
CCC(C)Sc1oc(-c2ccco2)nc1S(=O)(=O)c1ccc(Cl)cc1 (stereo unspecified)	-14%	-2%	2%
O=C(CSc1c2c(nc3cc(Cl)ccc13)CCCC2)NCc1ccccc1Cl	9%	-2%	-2%
CCCn1c(NCc2ccccc2F)nc2ccccc21	18%	-4%	-1%

(next part)
SMILES	SMN2 splice enh	TRb-SRC2 inh	TexasRed fluor
CCCCC(=O)Nc1cccc(-c2nc3ncccc3o2)c1C	-5%	-7%	1%
CC(C)c1ccc(OCC(=O)N(Cc2ccc(N(C)C)cc2)C2CCS(=O)(=O)C2)cc1 (stereo unspecified)	-13%	1%	-12%
CCCCN(C)CC(O)Cn1cc(/C=C/C(=O)c2ccc(OCC)cc2)c2ccccc21 (stereo unspecified)	-83%[inhibitor]	3%	-2%
COc1ccc(NC(=O)c2oc3ccccc3c2NC(=O)c2cc(=O)c3c(C)cc(C)cc3o2)cc1	-4%	9%	3%
CCCCN(CCCNC(=O)c1c(C)oc2nc[nH]c(=O)c12)Cc1ccccc1	-5%	-8%	-1%
Cc1oc(-c2ccc(Cl)cc2)nc1CN1CCCC(C(=O)NCc2ccccc2)C1 (stereo unspecified)	-18%	-14%	-7%
COc1ccccc1-c1nnc(C2CCN(C(=O)c3ccccc3C)CC2)o1	-3%	4%	-1%
CCOc1ccc(NC(=O)CCS(=O)(=O)c2ccc(Br)s2)cc1	-6%	4%	-4%
COc1cc(/C=C/c2nc(C#N)c(N3CCN(C)CC3)o2)cc(OC)c1OC	5%	9%	-2%
COCCNC(=O)CCCn1c(SCC(=O)Nc2ccc(F)cc2)nc2c(sc3ccccc32)c1=O	-3%	5%	-8%
Cc1cc(NC(=O)C(C)(C)C)cc(-c2nc3ncccc3o2)c1O	-11%	6%	4%
Cc1ccccc1C(=O)N1CCC(c2nc(-c3ccc(S(=O)(=O)N4CCCC4)cc3)no2)CC1	7%	2%	-2%
